From PubChem BioAssay
PolyA inhibitor = blocks polyadenylation in yeast reporter cells; S. cerevisiae SKY197-pL101 polyadenylation reporter, beta-gal luminescence; efflux-impaired pdr1/pdr3 knockout yeast; score 100 = 6 SD above DMSO; calls only at 12 µM; 300,000 tested, 0.02% active; AID 1875;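 active = lowest replicate activity score at least 50, where 100 means six control SD above control mean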;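 note: yeast exposed to compound for 9 h at 30 °C; higher score means more reporter readthrough which indicates perturbed polyadenylation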
Dyrk1A ADPGlo = Dyrk1A (rat) kinase inhibition | ADP-Glo luminescence, NFATc1 peptide | inhibition, % at 12.5 µM | 310,000 tested, 0.43% active | AID 504441; in the data active = inhibition above about 50%;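 note: plate controls were vehicle with enzyme for no effect and no enzyme for full effect; many of its hits are not listed in these tables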
KCNQ1 inh = blocks the human KCNQ1 potassium channel; P51787; CHO-K1 KCNQ1, FluxOR thallium flux fluorescence; stronger effect = higher value; B-score at 10 µM; 310,000 tested, 1.3% active; AID 2642;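 active = compounds whose thallium flux B-score, printed positive for inhibition, exceeds three library SD while starting fluorescence stays within three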;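 note: channel opened by potassium depolarization with thallium stimulus after 20 min compound exposure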
HDAC3 inhib = inhibitors of human histone deacetylase 3; O15379; recombinant HDAC3, fluorogenic peptide/trypsin coupled, fluorescence; inhibition, % at 8.3 µM; 320,000 tested, 0.15% active; AID 2718; in the data active = inhibition above about 26%, passing the limit was not always enough
hERG rescue = hERG (human) protection from proarrhythmic block. Q12809. 310,000 tested, 0.51% active. activation (rescue from dofetilide block), less the hit threshold, % at 10 µM. CHO-hERG, FluxOR thallium flux, dofetilide IC70 present;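 active = activation above the mean of controls blocked by dofetilide plus 5 SD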;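 note: thallium influx through hERG after potassium depolarization seen as dye fluorescence rise; in these data hits start at about 4.7%; inactives centre near -7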
GSK3 alpha inh = inhibitors of human GSK-3 alpha kinase; P49840; ADP-Glo luminescence, 60 min; 320,000 tested, 0.1% active; AID 2650; inhibition, % at 10 µM;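 in the data active = inhibition above about 50%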;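 note: GST-tagged GSK-3 alpha with peptide substrate and 25 µM ATP; 0% = DMSO neutral wells and 100% = GW8510 positive control wells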
GSK3B inh = inhibitors of human GSK3beta kinase. AID 2097. 300,000 tested, 0.038% active. activity score (negative = inhibition), % at 10 µM. P49841. GST-GSK3beta kinase, ADP-Glo luminescence, 60 min; stronger effect = lower value;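 active = more than half of replicate wells score below -50%, meaning over 50% inhibition versus plate controls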;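 note: 0% = median DMSO wells and -100% = median GW8510 positive control wells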
Target sequence (P49841 whole entry, looked up): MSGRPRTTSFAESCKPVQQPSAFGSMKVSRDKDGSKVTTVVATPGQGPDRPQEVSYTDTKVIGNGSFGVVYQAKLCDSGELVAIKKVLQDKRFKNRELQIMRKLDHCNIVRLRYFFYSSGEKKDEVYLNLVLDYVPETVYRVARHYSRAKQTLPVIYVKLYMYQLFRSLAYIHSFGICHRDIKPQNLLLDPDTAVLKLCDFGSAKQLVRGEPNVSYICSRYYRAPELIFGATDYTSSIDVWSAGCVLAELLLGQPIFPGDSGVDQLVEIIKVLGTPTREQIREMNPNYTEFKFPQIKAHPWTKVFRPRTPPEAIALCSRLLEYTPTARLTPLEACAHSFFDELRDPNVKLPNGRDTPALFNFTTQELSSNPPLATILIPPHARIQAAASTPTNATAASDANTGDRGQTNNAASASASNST
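Test system – GST-tagged human GSK3beta kinase, cell-free · Incubation – 60 min enzyme reaction, room temperature · Signal – ADP-Glo luminescence · Also added – peptide substrate and ATP at 25 µM · Controls – DMSO neutral wells and GW8510 at 20 µM as positive · Buffer or medium – Tris/MgCl2 kinase buffer · Measure – Luminescence-derived activity versus plate DMSO and GW8510 wells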
KCNQ1 act = potentiators or activators of human KCNQ1 potassium channel; P51787; CHO-K1 KCNQ1, thallium flux FluxOR fluorescence; stronger effect = higher value; B-score at 10 µM; 310,000 tested, 0.35% active; AID 2648;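 active = fluorescence ratio B-score, a plate-corrected score, at least three library SD, with initial intensity B-score within 5 SD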
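Material: CHO-K1 cells stably expressing KCNQ1. Medium: assay buffer for compound exposure, DMSO matched across wells. Reagent: K+/Tl+ depolarizing stimulus. Compound dosing: single-concentration screen. Times: 37 °C overnight plating, 90-min dark dye load, 20-min compound pretreatment. Technique: FluxOR Tl+ flux fluorescence.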
RGS4 pot = RGS4 potentiation or activation. HEK293 M3R/inducible RGS4, carbachol calcium flux Fluo4; stronger effect = lower value. 310,000 tested, 0.92% active. AID 463111. B-score at 10 µM;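 active = B-score of the integrated calcium signal more than 4 SD below the library mean, with starting fluorescence not abnormally high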;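 note: negative B-score means reduced calcium response which marks RGS4 activation or potentiation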
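Test system: HEK293 cells with stable M3R and inducible RGS4; also added: carbachol at ECmax as muscarinic agonist stimulus; schedule: dye loading 30 min 37 °C, buffer rest 30 min RT; technique: kinetic calcium fluorescence imaging with Fluo4-AM dye, 2 µM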
KCNK9 block = human KCNK9 channel inhibition; B-score at 10 µM; 310,000 tested, 1.2% active; Q9NPC2; HEK293 KCNK9, FluxOR thallium flux fluorescence; stronger effect = lower value;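 active = ratio B-score over 3 SD below the library mean, with starting fluorescence within 5 SD of its mean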;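 note: negative B-score means less thallium flux so channel inhibition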
Target sequence (Q9NPC2 whole entry, looked up): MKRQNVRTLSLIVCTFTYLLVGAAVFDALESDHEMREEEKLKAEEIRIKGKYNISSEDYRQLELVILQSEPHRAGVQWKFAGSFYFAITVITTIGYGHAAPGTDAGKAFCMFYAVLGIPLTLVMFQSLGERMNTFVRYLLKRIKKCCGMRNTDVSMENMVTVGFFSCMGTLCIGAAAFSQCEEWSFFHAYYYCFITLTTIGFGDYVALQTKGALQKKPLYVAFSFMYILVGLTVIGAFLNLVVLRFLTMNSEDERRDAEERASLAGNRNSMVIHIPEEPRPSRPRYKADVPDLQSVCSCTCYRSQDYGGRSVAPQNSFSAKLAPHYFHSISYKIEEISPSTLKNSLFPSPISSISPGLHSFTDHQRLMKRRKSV
KCNK3 block = human KCNK3 channel inhibition, primary screen | O14649 | CHO-KCNK3 thallium flux, FluxOR fluorescence; stronger effect = lower value | 340,000 tested, 0.84% active | B-score at 10 µM | AID 602410;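 active = B-score under library mean minus 4 SD, starting fluorescence ratio at most library mean plus 5 SD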;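 note: more negative B-score means stronger inhibition of thallium flux through KCNK3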
An asterisk follows results filed as active; i = inactive; . = no result given. The list is partial, so the mix of outcomes need not match the whole.

Below each SMILES – PolyA inhibitor	Dyrk1A ADPGlo	KCNQ1 inh	HDAC3 inhib	hERG rescue	GSK3 alpha inh	GSK3B inh	KCNQ1 act	RGS4 pot	KCNK9 block	KCNK3 block
Cc1cccc(-n2nc3c(c2NC(=O)c2ccco2)CSC3)c1C
    i	0	i	3	-8	-1	2	i	i	i	i
O=C(C1=C[C@@H](C2CCCCC2)C[C@@H](OCc2ccc(CO)cc2)O1)N1CCOCC1
    i	6	i	1	-5	0	1	i	i	i	i
CCOc1cc(NC(=S)NCC2CCCO2)c(OCC)cc1NC(=O)c1ccccc1 (stereo unspecified)
    i	8	i	-1	-10	0	2	i	i	i	i
Nc1c(C(=O)c2ccccc2)sc2nsc(SCCN3CCOCC3)c12
    i	.	i	14	-13	-1	2	i	i	i	i
CCn1cc(C(=O)Nc2ccc3c(c2)OCCO3)c2cc(OC)c(OC)cc2c1=O
    i	-2	i	4	-11	-2	-4	i	i	i	i
CC1Cc2ccccc2N1C(=S)Nc1cccc(S(=O)(=O)N(C)C)c1 (stereo unspecified)
    i	-4	i	3	-10	.	3	i	i	i	i
O=C1CSc2ccc(S(=O)(=O)NCc3ccccc3)cc2N1
    i	-2	i	0	-3	0	1	i	i	i	i
COc1cccc(C2Nc3ccccc3NC3=C2C(=O)CC(C)(C)C3)c1OC (stereo unspecified)
    i	6	i	5	-14	-1	-2	i	i	i	i
CCOP(=O)(OCC)C(NC(=O)c1cccs1)c1ccccc1 (stereo unspecified)
    i	-2	i	-4	-6	-2	3	i	i	i	i
Cc1ccc(N(CC(=O)NCC2CCCO2)S(=O)(=O)c2ccc(Cl)cc2)cc1C (stereo unspecified)
    i	2	i	1	-8	3	1	i	i	i	i
CCC(=O)N1CN(S(=O)(=O)c2ccc(C)cc2)CC1C (stereo unspecified)
    i	-3	i	-3	-13	.	1	i	i	i	i
CCCCCN(C(=O)CSc1n[nH]c(-c2ccc(C)cc2)n1)c1c(N)n(CCCC)c(=O)[nH]c1=O
    i	1	i	3	-19	-1	3	i	i	i	i
Cn1nc(C(=O)NCCc2ccc(S(N)(=O)=O)cc2)c2c1-c1ccccc1S(=O)(=O)C2
    i	-4	i	-5	-19	2	1	i	i	i	i
CS(=O)(=O)c1ccc(Cl)c(NC(=O)c2cc(S(=O)(=O)N3CCOCC3)ccc2N2CCCC2)c1
    i	6	i	.	-12	.	2	i	i	i	i
Cc1cc(C)c(NC(=O)COC(=O)C2=COCCO2)c(Cl)c1
    i	-5	i	-2	-9	-1	-1	i	i	i	i
Cc1cc(NC(=S)N(CCCN2CCOCC2)Cc2ccco2)ccc1Cl
    i	0	i	3	-8	1	-1	i	i	i	i
O=C(N/N=C/c1ccc([N+](=O)[O-])cc1)c1cccc(N2CCCC2=O)c1
    i	7	i	-2	-8	-1	2	i	i	i	i
COc1ccc(Br)cc1CN1CCCC(C(=O)N2CCCCC2)C1 (stereo unspecified)
    i	4	i	6	-5	-7	-1	i	i	i	i
Cc1ccc(CN(CC(=O)N/N=C/c2ccco2)S(=O)(=O)c2ccc(C)cc2)cc1
    i	4	i	5	-8	-3	2	i	i	i	i
COc1ccc(CN(C)C(=O)c2ccc(NS(=O)(=O)c3ccc(C)c([N+](=O)[O-])c3)cc2)c(OC)c1OC
    i	2	i	2	-5	-3	5	i	i	i	i
COCCn1c(SCc2cccnc2)nnc1-c1c[nH]c2ccccc12
    i	0	i	12	-5	-2	3	i	i	i	i
Cc1ccc(Cn2c(NC(=O)c3ccco3)nc3ccccc32)cc1
    i	3	i	-1	-10	0	3	i	i	i	i
COc1ccc(C(=O)c2coc3ccc(O)c(CN(C)C)c23)cc1
    i	0	i	0	-7	-1	-2	i	i	i	i
COc1ccc(C(=O)Nc2c(C)csc2C(=O)O)cc1
    i	1	i	-2	-7	-1	3	i	i	i	i
CSc1ccccc1NC(=O)C1=CC(c2cccs2)=NS(=O)(=O)N1C
    i	29	i	0	-12	2	-1	i	i	i	i
CC1CCCN(C(=O)CSc2cnc3ccccc3n2)C1 (stereo unspecified)
    i	3	i	3	-6	-1	-1	i	i	i	i
Cc1ccc(C)c(NC(=O)C2CC3CCC2C3)c1 (stereo unspecified)
    i	-7	i	1	-3	-2	2	i	i	i	i
O=C(NCC1CCCO1)C1CC(=O)N(C2CCCC2)C1 (stereo unspecified)
    i	0	i	-4	-8	-2	-2	i	i	i	i
COc1cc(/C=C2/SC(=S)N(CC(=O)Nc3nc4ccccc4s3)C2=O)cc(OC)c1OC
    i	9	i	-1	-1	-5	3	i	i	i	i
COc1cccc(C(=O)C2CCCN(C(=O)c3cccc(C#CC(C)(C)O)c3)C2)c1 (stereo unspecified)
    i	-3	i	4	-12	1	1	i	i	i	i

Seven successive records from above, for reference:
Below each SMILES – PolyA inhibitor	Dyrk1A ADPGlo	KCNQ1 inh	HDAC3 inhib	hERG rescue	GSK3 alpha inh	GSK3B inh	KCNQ1 act	RGS4 pot	KCNK9 block	KCNK3 block
Cc1cccc(-n2nc3c(c2NC(=O)c2ccco2)CSC3)c1C
    i	0	i	3	-8	-1	2	i	i	i	i
O=C(C1=C[C@@H](C2CCCCC2)C[C@@H](OCc2ccc(CO)cc2)O1)N1CCOCC1
    i	6	i	1	-5	0	1	i	i	i	i
CCOc1cc(NC(=S)NCC2CCCO2)c(OCC)cc1NC(=O)c1ccccc1 (stereo unspecified)
    i	8	i	-1	-10	0	2	i	i	i	i
Nc1c(C(=O)c2ccccc2)sc2nsc(SCCN3CCOCC3)c12
    i	.	i	14	-13	-1	2	i	i	i	i
CCn1cc(C(=O)Nc2ccc3c(c2)OCCO3)c2cc(OC)c(OC)cc2c1=O
    i	-2	i	4	-11	-2	-4	i	i	i	i
CC1Cc2ccccc2N1C(=S)Nc1cccc(S(=O)(=O)N(C)C)c1 (stereo unspecified)
    i	-4	i	3	-10	.	3	i	i	i	i
O=C1CSc2ccc(S(=O)(=O)NCc3ccccc3)cc2N1
    i	-2	i	0	-3	0	1	i	i	i	i

Further compounds
Below each SMILES – PolyA inhibitor	Dyrk1A ADPGlo	KCNQ1 inh	HDAC3 inhib	hERG rescue	GSK3 alpha inh	GSK3B inh	KCNQ1 act	RGS4 pot	KCNK9 block	KCNK3 block
Cc1ccc(CCNC(=O)C2CCCN2S(=O)(=O)c2ccc3c(c2)CCC(=O)N3)cc1 (stereo unspecified)
    i	-4	i	2	-10	0	-1	i	i	i	i
Cc1ccc(NC(=O)CCc2c(C)nn(-c3ccc(N4CCCCC4)nn3)c2C)cc1C
    i	.	i	4	-14	0	2	i	i	i	i
O=S(=O)(c1cccc2cccnc12)N1CCCc2ccccc21
    i	0	i	-4	-12	-3	3	i	i	i	i
Cc1nn(-c2ccccc2)c(C)c1NC(=O)COC(=O)CCOc1ccccc1
    i	1	i	1	-10	1	1	i	i	i	i
Cc1ccn2c(Nc3ccccc3)c(-c3ccccn3)nc2c1
    i	15	i	5	-10	-2	1	i	i	i	i
CCCCNS(=O)(=O)c1ccc(NS(=O)(=O)c2c(C)cc(C)cc2C)cc1
    i	6	i	5	-8	-3	-2	i	i	i	i
C=CCNC(=O)c1onc(CSc2ccc(F)c(F)c2)c1C(=O)NCC=C
    i	10	i	3	-4	-2	1	i	i	i	i
Cc1ccc(C(=O)c2cn[nH]c2-c2ccccc2O)cc1
    i	2	i	2	-5	25	1	i	i	i	i
CSc1nc2ccc(NC(=O)c3ccco3)cc2s1
    i	-4	i	-1	-5	0	0	i	i	i	i
O=C(NCCCn1ccnc1)C(=O)NCC1OCCN1S(=O)(=O)c1ccccc1 (stereo unspecified)
    i	-2	i	.	-10	-2	2	i	i	i	i
Cc1c(NC(=O)C(C)OC(=O)CCc2c[nH]c3ccccc23)c(=O)n(-c2ccccc2)n1C (stereo unspecified)
    i	.	i	3	-7	0	-3	i	i	i	i
Cc1ccc(OCC(=O)OCC(=O)c2c(N)n(C)c(=O)n(C)c2=O)cc1C
    i	-5	i	-1	-7	3	-1	i	i	i	i
CCOC(=O)c1c(C)[nH]c(N=Nc2ccccc2Cl)c1C
    i	3	i	2	-9	-2	0	i	i	i	i
CCCC(=O)Nc1ccc(NC(=O)c2cc3ccccc3o2)c(OC)c1
    i	-2	i	4	-6	-6	1	i	i	i	i
O=C(CCS(=O)(=O)c1cccc2nonc12)N1CC(=O)N(CCc2ccccc2)C(=O)C1
    i	2	i	-1	-11	-2	2	i	i	i	i
CCCOC(=O)c1[nH]c2c(c1C)C(=O)CC(c1cc(OC)c(OC)c(OC)c1)C2 (stereo unspecified)
    i	-7	i	-3	-5	0	-5	i	i	i	i
CN(Cc1ccccc1)C(=O)c1ccc(NC(=O)C2=CSCCO2)cc1
    i	0	i	6	-8	1	3	i	i	i	i
O=C(O)CCCSCC(=O)Nc1ccccc1
    i	0	i	-15	-6	2	0	i	i	i	i
O=C(N/N=C/c1ccc2c(c1)OCO2)c1cccnc1
    i	1	i	-4	-9	-1	3	i	i	i	i
